# RAD52 anneal inh: RAD52 (human) annealing inhibition. AID 651710. 360,000 compounds, 0.46% hits. P43351. recombinant RAD52 DNA annealing, FRET fluorescence. inhibition, % at 18.7 µM;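 active means every replicate showing at least 50% inhibition; inconclusive means mean inhibition at least 50% but not in every replicate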
# Target sequence (P43351 whole entry, looked up): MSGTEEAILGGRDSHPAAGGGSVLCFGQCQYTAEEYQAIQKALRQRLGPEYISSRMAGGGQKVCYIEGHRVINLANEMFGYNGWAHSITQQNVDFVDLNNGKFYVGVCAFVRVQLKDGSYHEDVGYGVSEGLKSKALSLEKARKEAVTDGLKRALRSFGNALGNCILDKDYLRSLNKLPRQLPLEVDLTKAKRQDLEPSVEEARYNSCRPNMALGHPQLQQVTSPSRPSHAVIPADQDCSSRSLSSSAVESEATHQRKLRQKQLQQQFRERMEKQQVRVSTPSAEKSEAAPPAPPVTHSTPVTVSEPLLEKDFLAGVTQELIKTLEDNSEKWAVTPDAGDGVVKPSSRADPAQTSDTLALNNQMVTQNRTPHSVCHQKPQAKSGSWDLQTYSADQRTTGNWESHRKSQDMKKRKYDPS
# DENV2 CPE rescue: inhibitors of DENV2 cytopathic effect. 350,000 compounds, 1.7% hits. DENV2-infected cells, cytopathic effect rescue, plate reader. CPE inhibition, % at 9.99 µM. AID 651640; in the data active means CPE inhibition above about 20%, passing the limit was not always enough; inconclusive means no clear call, values can overlap the other calls; tested in BHK-21 cells;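 further: 0% = median of neutral control wells and 100% = median of positive control wells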
# Xi reactivation: reactivates the inactive X chromosome in mouse fibroblasts; activation, % at 7.58 µM; XiGFP mouse fibroblasts, % GFP-positive cells imaging, 3 d; cells co-treated with 5-aza-dC sensitizer; scaled so ellipticine positive control = 100%; AID 743238; 360,000 compounds, 0.055% hits;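 active means mean normalized replicate activation at least 10% and every replicate at or above 10%; inconclusive means only one of the two criteria met; inactive means mean below 10% and not all replicates reach 10%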;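 further: 0% = median of on-plate neutral control wells and 100% = ellipticine 6 µM median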
#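 System: 68-5-11 XiGFP fibroblast line | Buffer or medium: DMEM containing 5-aza-dC | Compound: Single point | Times: Compounds 3 days, fix/stain 15 min at room temperature | Benchmarks: Positive control ellipticine, 6 µM final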
# E-selectin induc: induces E-selectin expression in human endothelial cells | 260,000 compounds, 0.37% hits | P16581 | HUVEC E-selectin immunofluorescence imaging; normalized: neutral wells 0, TNF-alpha wells 100 | activation, % at 7.58 µM;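 active means mean E-selectin-positive cell signal at least 10% of the positive control, reached in at least 60% of replicates, without over 20% cell loss; inconclusive means no rule given, readout overlaps actives, possibly toxicity-flagged; inactive means the rest, including those meeting only one limit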;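 further: in these data hits start at about 27%; measured in HUVEC primary endothelial cells; signal is the percent of cells scored E-selectin positive by PE staining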
# Target sequence (P16581 whole entry, looked up): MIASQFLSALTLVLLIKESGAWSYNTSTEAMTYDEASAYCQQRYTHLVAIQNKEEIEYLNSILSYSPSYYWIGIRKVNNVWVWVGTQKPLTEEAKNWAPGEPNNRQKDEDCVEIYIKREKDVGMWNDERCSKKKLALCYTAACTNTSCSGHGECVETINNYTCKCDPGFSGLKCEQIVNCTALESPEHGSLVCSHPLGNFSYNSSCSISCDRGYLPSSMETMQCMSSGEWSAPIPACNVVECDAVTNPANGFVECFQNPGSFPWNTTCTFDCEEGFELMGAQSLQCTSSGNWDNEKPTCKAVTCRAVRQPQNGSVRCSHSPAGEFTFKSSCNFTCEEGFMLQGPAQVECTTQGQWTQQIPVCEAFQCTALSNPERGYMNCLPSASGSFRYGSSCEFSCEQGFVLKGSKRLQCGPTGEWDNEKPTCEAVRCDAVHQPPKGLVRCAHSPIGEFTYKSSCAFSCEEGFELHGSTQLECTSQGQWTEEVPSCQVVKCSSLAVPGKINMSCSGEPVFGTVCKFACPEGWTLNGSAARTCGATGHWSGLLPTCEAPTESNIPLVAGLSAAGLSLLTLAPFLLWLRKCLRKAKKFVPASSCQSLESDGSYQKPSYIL
#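 Read-out: % PE-positive cells | Test system: HUVEC | Doses: One compound dose added by pin transfer | Buffer or medium: EGM-2 over gelatin coat | Signal: Immunofluorescence imaging | Benchmarks: TNF-alpha, DMSO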
# INS-1E GSIS act: GLuc luminescence reporter in INS-1E cells, primary screen for activators of glucose-dependent secretion of insulin; activation, % at 16.6 µM; INS-1E GLuc reporter insulin secretion, 2-3 h; AID 743287; 370,000 compounds, 0.61% hits;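 active means lowest replicate activation of at least 40%, so every replicate reaches that level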;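 further: 0% = median of neutral control wells and 100% = median of IBMX positive control wells; some compounds called inactive have numbers as strong as hits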
# RAD54 branch: blocks human RAD54 Holliday junction branch migration | Q92698 | FAM/BHQ fluorescence | inhibition, % at 10.4 µM | 360,000 compounds, 0.14% hits | AID 602329;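 active means mean normalized replicate activity at least 40 and at least half of replicates scoring 40 or more; inconclusive means only one of the two criteria met; inactive means mean below 40 and under half of replicates reaching 40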;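 further: 0% = median of neutral control wells and 100% = median of positive control wells; inhibitors cause a drop in the FAM fluorescence signal; in these data hits start at about 50%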
# F508del corr: correctors of CFTR F508del function in bronchial epithelial cells. CFBE cells, YFP halide quenching; stimulated with forskolin plus potentiator P3; % fluorescence drop versus neutral controls. activity (quench increase), % at 7.58 µM. 350,000 compounds, 0.36% hits. AID 720511;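 active means mean added fluorescence quench of at least 8% versus neutral control, with both replicates also reaching 8%; inconclusive means only one of the mean or replicate conditions met; inactive means mean below 8% and not both replicates reaching 8%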;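 further: cells transiently co-express mutant CFTR-F508del with the halide-sensitive YFP; corrector assay measuring rescue of mutant channel to the surface after 24 h compound exposure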
# CASP6 VEID inh: inhibitors of human caspase-6; inhibition, % at 12.5 µM; purified caspase-6, Z-VEID-R110 cleavage fluorescence; P55212; 350,000 compounds, 0.53% hits;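 active means mean inhibition across replicates at least about 35%, with every replicate also reaching that limit, limit read from the data; inconclusive means only one of the two criteria met; inactive means neither criterion met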;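 further: 0% = median of neutral control wells and 100% = no fluorescence left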
# Starred values were filed as active, the others as inactive; ? = inconclusive; . = no result given; & = joins results of further samples.
# Results follow in this order: RAD54 branch, E-selectin induc, INS-1E GSIS act, Xi reactivation, F508del corr, DENV2 CPE rescue, CASP6 VEID inh, RAD52 anneal inh
C#Cc1ccc([C@@H]2C=C(C(=O)N3CCN(Cc4ccc5c(c4)OCO5)CC3)O[C@H](OCC)[C@H]2CCCO)cc1
    -11, -0.1, -20, -0.7, -0.4&0.2, -14&-9, -3&1, -35&-2
COc1cccc(NC(=O)CN(C)C(=O)CC2CCCC2)c1
    -4, 0.3, 1, -0.1, 2.1, -9, 0, -14
C[C@@H]1CCCCO[C@@H](CN(C)CC2CCCCC2)[C@@H](C)CN([C@H](C)CO)C(=O)c2cc(NC(=O)c3ccncc3)ccc2O1
    6, 0.0, 6, -0.1, -0.8, 9, -8, 13
COc1cc2c(cc1OC)C(NC(=O)C(F)(F)F)C/C2=N\O (centres undefined)
    ., -1.4, 22, -0.3, 3.5, 1, -4, -16
O=C(c1cc(-c2ccc(O)cc2)on1)N1CCN(c2ccc(F)cc2)CC1
    -5, -1.7, -41, 0.1, -1.1, 2, 1, 1
CC(C)c1ccc(C2NC(=O)CCC2[N+](=O)[O-])cc1 (centres undefined)
    ., ., -1, 0.0, ., 1, 3, 3
O=C(c1ccc(F)cc1)N1CC(=O)N2[C@H](C1)[C@@H](c1ccc(-c3ccccc3F)cc1)[C@@H]2CO
    ., 0.9, -16, 0.3, 0.5, -7, -1, 9
Cn1c(NC(=O)COc2ccccc2)cc(=O)n(C)c1=O
    6, ., 2, ., ., -3, 2, -9
COc1ccc(-c2ccc([C@H]3[C@H](C#N)N(C(=O)NC4CCCC4)[C@H]3CO)cc2)cc1
    -5, ., ., ., -0.1, 11, 0, 1
CCN1[C@H](C(=O)NC2CCCCC2)[C@@H](CO)[C@@H]2Cn3c(ccc(-c4cccnc4)c3=O)[C@@H]21
    -1, -0.1, 6, 0.2, 1.6, -6, 0, 13
C[C@@H]1CN([C@H](C)CO)C(=O)Cc2cc(NC(=O)Cc3cn(C)c4ccccc34)ccc2O[C@@H]1CN(C)S(=O)(=O)c1ccc(F)cc1
    -3, 0.1, -15, -0.1, 5.1, -6, -1, -9
COc1ccc(NC(=O)N2CC[C@@H]3[C@@H](CO)N(C)c4ccc(Br)cc4[C@@H]32)cc1
    -20, 0.0, -18, 0.1, -2.8, 54*, 2, -4
O=C(NCC1CCCCC1)[C@@H]1[C@@H](CO)[C@@H]2Cn3c(ccc(-c4ccccc4F)c3=O)[C@H]1N2
    4, -0.4, 10, 0.3, -2.8, -6, -4, -10
CC(=O)OCC(=O)[C@@]1(O)[C@H](C)C[C@H]2[C@@H]3CCC4=CC(=O)C=C[C@]4(C)[C@@]3(F)[C@@H](O)C[C@@]21C
    8, 0.2, ., -0.3, -2.6, 8, 2, 4
C[C@H]1CN([C@@H](C)CO)C(=O)c2cccc(NC(=O)NC3CCCCC3)c2O[C@@H]1CN(C)C(=O)Nc1cccc2ccccc12
    19, 0.9, -21, -0.8, 0.7, 0, 4, 10
CCCC1(c2ccccc2)NC(=O)N(CC(=O)NCc2ccc(C)cc2)C1=O (centres undefined)
    -2, 0.1, -14, -0.1, 0.3, -3, ., -29
Cc1ccc(S(=O)(=O)n2c(=O)oc3ccccc32)cc1
    13, ., ., 0.0, 3.7, -3, 0, -9
Cc1ccc(S(=O)(=O)Nc2ccccc2)cc1[N+](=O)[O-]
    1, 0.5, -18, 0.0, 4.0, 16, 1, -3
C[C@@H]1CN([C@H](C)CO)C(=O)c2cccc(NC(=O)Nc3ccccc3)c2O[C@@H]1CN(C)C(=O)Nc1cccc2ccccc12
    ., -2.6, -20, -0.8, -2.9, -7, ., .
COc1ccc2c3c(n(C)c2c1)[C@H](CO)N(CC1CC1)CC31CCN(C(=O)c2ccccc2)CC1
    ., -0.3, -13, 0.0, -2.0, -7, ., .
C=C(C)C(=O)Nc1cccc(C2=NOC3(C2)C[C@H](C(N)=O)N(C(=O)c2ccccc2)C3)c1 (some centres undefined)
    10, -0.2, ., 0.0, -2.7, ., 31, -7
C/C(=N\NC(=O)c1cc2ccccc2cc1O)c1cc2ccccc2o1
    3, ., 20, -0.1, 3.1, 9, 1, -19
O=C(/C=C(\Nc1cc(Cl)c(F)c(Cl)c1)c1ccccc1)c1ccccc1
    ., 1.6, 157*, 0.0, -3.9, 3, -2, -21
CN(CC(=O)NCCCc1ccccc1)S(=O)(=O)c1ccc(Br)cc1
    2, ., -18, 0.2, 2.6, -3, 1, -3
O=C(NCc1ccc(F)cc1)[C@H]1[C@H](CO)[C@H]2Cn3c(cccc3=O)[C@@H]1N2
    -2, 0.4, 8, -0.1, -0.2, 0, 4, -13
Cc1nn(CC(=O)NC(=O)c2ccccc2)c(C)c1[N+](=O)[O-]
    -6, -1.0, 32, -0.1, -1.6, -3, 2, -6
COCCn1c(=NC(=O)c2ccc3c(c2)OCCO3)sc2cc(S(N)(=O)=O)ccc21
    ., ., -9, 0.0, 4.4, -11, -3, -6
COc1ccccc1N1CCN(C2CCCN(S(=O)(=O)c3ccccc3)C2)CC1 (centres undefined)
    0, -0.7, -3, 0.1, -1.4, -4, -1, -6
C[C@@H]1CN([C@H](C)CO)C(=O)c2cc(NC(=O)Cc3ccccc3)ccc2O[C@H]1CN(C)Cc1ccc2c(c1)OCO2
    10, -4.0, -7, 0.4, -2.8, 1, 1, -2
Cc1ccc(S(=O)(=O)c2c(C)cc(C)[nH]c2=O)c(C)c1
    9, -0.3, 11, 0.1, 3.1, 2, 1, -5
C=CC[C@@H](CC(=O)N[C@H](CO)Cc1ccccc1)C(=O)N[C@@H](C)COC(=O)[C@@H](CC=C)Cc1ccc(F)cc1
    4, -0.2, -13, -0.5, -0.6, 41*, 1, -21
CCOc1ccc(-n2cnc3c(=O)[nH]c(N)nc32)cc1
    0, 0.0, 4, -0.1, 0.2, -4, -2, -7
CSc1ccc(CN(C)C(=O)C23CC4CC(CC(Cl)(C4)C2)C3)cc1
    0, 0.2, -43, 0.1, 0.8, -2, 2, -2
CCN1CCN(C(=O)c2ccccc2Nc2ccc(SC(F)F)cc2)CC1
    -1, ., -11, 0.0, ., -4, -4, -2
CCCNC(=O)N1C[C@@H]2[C@H](c3ccccc31)[C@@H](CO)N2C(=O)NC(C)C
    -3, 0.0, 7, 0.1, -4.0, 5, 0, -5
CO[C@H]1CN(C)C(=O)c2cc(NS(=O)(=O)c3ccc(Cl)cc3)ccc2OC[C@H](C)NC[C@@H]1C
    -3, 0.0, -2, 0.0, -1.8, -3, 3, 6
Cc1cc(CNC(=O)COc2ccc([N+](=O)[O-])cc2)c2ccccc2n1
    ., ., -5, 0.3, -0.7, -2, -3, -14
CCOC(=O)C1=C(C)N(C[C@@H]2CC[C@@H](Cc3ccc(-c4ccccc4)cc3)O2)C(=O)NC1c1ccc([N+](=O)[O-])cc1 (some centres undefined)
    -3, -1.9, -4, -0.1, 3.8, 49*, -1, -9
C[C@H](CO)N1C[C@H](C)[C@H](CN(C)C(=O)Nc2ccc(F)cc2)Oc2ccc(NC(=O)CCCN(C)C)cc2C1=O
    -1, -2.7, 19, 0.4, 0.3, 3, -3, -18
CCCCn1nnnc1C(c1ccnc2ccccc12)N1CCN(C/C=C/c2ccccc2)CC1 (centres undefined)
    -4, ., -17, 0.0, 3.4, -8, -3, -19
Cc1ccc(N2C(=O)C3CCCN3C2=S)cc1C (centres undefined)
    -6, ., 8, 0.0, -1.0, ?, -1, -4
O=C(O)C1CC(=O)N(Cc2cccnc2)C1 (centres undefined)
    -5, ., 8, ., -0.3, -1, -3, -9
CN1CCc2c(sc3nc(SCC(=O)NCc4ccco4)n(-c4ccccc4)c(=O)c23)C1
    11, ., 2, 0.0, 0.8, 1, -1, -34
Cc1ccccc1-c1nc(CN2CCC(C(=O)NC3CCN(Cc4ccccc4)CC3)CC2)c(C)o1
    3, 0.4, ., 0.8, -0.2, 4, -5, -8
CN(CC(=O)Nc1ccccc1Cl)C(=O)COC(=O)c1cnccn1
    -2, ., -18, 0.0, -2.6, -4, -3, -10
O=C(COC(=O)Cc1ccc(F)cc1)NC1CCCCCC1
    3, -1.2, 9, 0.0, -0.8, 8, 2, 7
O=C(CSc1nnc(COc2ccc(Cl)cc2)o1)N(c1ccccc1)C1CCS(=O)(=O)C1 (centres undefined)
    2, -0.2, -10, 0.1, 1.5, -9, 1, -16
CSCCC(=O)NC1CCCN(CCc2ccccc2)C1 (centres undefined)
    -8, ., 5, 0.0, 0.5, 3, -5, -2
CC(C)Oc1ccccc1OCCCCn1cnc2ccccc2c1=O
    ., 2.8, 19, 0.3, 1.4, 0, -9, -18
CCOC(=O)N1CCN(S(=O)(=O)N2CCCC(C(=O)NCc3ccccc3Cl)C2)CC1 (centres undefined)
    -4, -0.3, -13, 0.1, -0.1, 2, 3, -14
Cc1ccc(C(=O)NCC(=O)OCCCn2c(=O)[nH]c3ccccc32)cc1
    -7, ., 6, -0.1, 2.2, -14, 3, -7
CCCNC(=O)N1[C@H](CNC(C)=O)[C@@H](c2ccccc2)[C@@H]1CO
    -3, 0.4, 9, 0.0, 1.0, 30*, ., .
COc1cc(CNCCN2CCOCC2)ccc1OCC(=O)NC(C)(C)C
    -10, -0.1, ., 0.0, -4.2, -4, -3, -4
C=CC(C)(C)O[C@@H]1O[C@H](CO)[C@@H](O)[C@H](O)[C@H]1O
    -2, 0.1, 12, 0.0, -1.4, 5, 8, -15
CCOC(=O)c1coc(C(=O)OCC)c1C(=O)OCC
    -1, -0.1, 3, 0.2, 1.1, -9, 0, -9
COC(=O)Cc1csc(NC(=O)CSc2nnc3ccccn23)n1
    ., ., 1, -0.1, 2.8, -2, -3, -2
O=C(CN(C(=O)CNS(=O)(=O)c1ccc(F)cc1)c1cccc(F)c1)NCC1CCCO1 (centres undefined)
    -12, 0.0, 7, 0.0, 2.0, 0, -3, -12
Cc1cc(NC(=O)CCC(=O)N(Cc2ccco2)C(C(=O)NCC2CCCO2)c2ccncc2)no1 (centres undefined)
    ., ., 5, 0.0, 0.6, -2, -5, -17
COC(=O)c1ccc2c(c1)N(C)CCS2
    5, 0.9, -1, 0.3, -5.9, 12, -20, -3
COCC#Cc1ccc2c(c1)O[C@H](CN(C)CC1CCOCC1)[C@H](C)CN([C@H](C)CO)S2(=O)=O
    -5, 0.4, 5, -0.3, 2.9, -9, 0, -4

# Further structures follow.
# Results follow in this order: RAD54 branch, E-selectin induc, INS-1E GSIS act, Xi reactivation, F508del corr, DENV2 CPE rescue, CASP6 VEID inh, RAD52 anneal inh
CC12CCCC[C@@H]1CCC1C2CCC2(C)C1CC[C@@]2(O)CNCCO (some centres undefined)
    -13, -0.1, -7, 0.0, -2.0, 6, -4, -5
O=C(NCC1CCCN(C2Cc3ccccc3C2)C1)c1cccs1 (centres undefined)
    4, ., 1, 0.0, -1.6, 5, 0, -19
C[C@@H]1CN([C@@H](C)CO)C(=O)c2cc(NC(=O)c3ccncc3)ccc2O[C@@H]1CN(C)Cc1ccc(C(=O)O)cc1
    2, ., 0, 0.0, -1.0, 1, 2, -4
CC(O)(c1ccccc1)C(c1ccccc1)C1CCCCN1 (centres undefined)
    4, -0.1, 22, 0.0, -0.1, 0, 2, -2
